HTR5A ag ctr: counter-screen for OPRM1-OPRD1 agonists: human HTR5A agonism. activation, % at 9.3 µM. 340,000 tested, 0.61% active. P47898. HTR5A agonist assay, luminescence, cell-based; in the data active means activation mostly above about 9.5%, no sharp cut-off; inactive means mostly below about 7.6%;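 further: 0% = cells with vehicle only and 100% = reference agonist; strong numbers were not always called active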
OPRM1-OPRD1 ag: agonists of human mu-delta opioid receptor heterodimerization. P35372+P41143. cells, OPRM1-OPRD1 heterodimerization, luminescence. activation, % at 9.3 µM. 340,000 tested, 0.3% active. AID 504326; in the data active means activation above about 18%;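 further: 0% = vehicle-treated cells and 100% = reference agonist; values of inactives mirror those of a sister screen read the other way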
Target sequence (P35372 whole entry, looked up): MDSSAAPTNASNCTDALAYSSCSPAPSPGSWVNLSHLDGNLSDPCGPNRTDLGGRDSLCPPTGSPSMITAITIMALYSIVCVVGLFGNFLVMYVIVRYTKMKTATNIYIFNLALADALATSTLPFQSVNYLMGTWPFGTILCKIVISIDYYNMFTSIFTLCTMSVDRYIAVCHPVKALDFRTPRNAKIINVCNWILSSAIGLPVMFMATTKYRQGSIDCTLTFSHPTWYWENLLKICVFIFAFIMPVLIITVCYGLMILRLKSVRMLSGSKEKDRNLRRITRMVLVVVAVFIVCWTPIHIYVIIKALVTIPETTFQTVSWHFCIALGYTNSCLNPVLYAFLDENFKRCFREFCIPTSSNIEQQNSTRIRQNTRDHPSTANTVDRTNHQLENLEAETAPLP
Target sequence (P41143 whole entry, looked up): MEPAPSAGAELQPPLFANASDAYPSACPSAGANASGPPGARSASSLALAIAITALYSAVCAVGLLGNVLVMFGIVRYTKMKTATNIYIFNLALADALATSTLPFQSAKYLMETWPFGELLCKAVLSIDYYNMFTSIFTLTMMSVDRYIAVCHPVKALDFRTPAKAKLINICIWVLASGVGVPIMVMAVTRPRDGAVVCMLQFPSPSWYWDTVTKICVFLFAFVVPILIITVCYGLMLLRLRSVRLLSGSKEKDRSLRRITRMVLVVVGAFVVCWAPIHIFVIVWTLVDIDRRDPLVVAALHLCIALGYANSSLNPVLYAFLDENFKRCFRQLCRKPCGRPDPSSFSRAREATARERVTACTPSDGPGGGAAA
OPRM1-OPRD1 inv: inverse agonist of human OPRM1-OPRD1 heterodimerization; P35372+P41143; cell-based MOR-DOR heterodimer luminescence, inverse agonism; inhibition, % at 9.3 µM; 340,000 tested, 0.21% active; in the data active means inhibition above about 22%, passing the limit was not always enough;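 further: 0% = cells with DMSO and 100% = wells without cells with DMSO; values of inactives mirror those of a sister screen read the other way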
V-ATPase pHluor: yeast V-ATPase proton transport regulation by pHLuorin; S. cerevisiae, pHLuorin cytosolic pH fluorescence; response, % at 10 µM; 350,000 tested, 0.37% active; in the data active means response mostly above about 7.3%, no sharp cut-off; inactive means mostly below about 5.4%; further: actives read high; inactives centre near 0; some compounds called inactive have numbers as strong as hits; reference of the scale not given here
RTF Ca sens inh: cardiac RTF calcium desensitization; P19429+P45379; inhibition, % at 7.15 µM; IANBD-labeled cardiac RTF, Ca2+ fluorescence; AID 493244; 340,000 tested, 0.12% active;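 active means inhibition above the mean inhibition of all tested compounds plus 3 SD, cut at about 17% in these data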;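 further: assay run at fixed EC70 calcium of 1.6 mM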
HTR5A inv ag: HTR5A inverse agonism, opioid heterodimer counter-screen | HTR5A cell line, luminescence | 340,000 tested, 0.083% active | inhibition, % at 9.3 µM; in the data active means inhibition mostly above about 23%, no sharp cut-off; inactive means mostly below about 18%;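 further: 0% = cells with DMSO and 100% = no-cell wells with DMSO; some compounds called inactive have numbers as strong as hits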
Keap1-Nrf2 PPI: Keap1-Nrf2 (human) interaction inhibition; Q14145; Keap1 Kelch-Nrf2 peptide fluorescence polarization, 1536-well; inhibition, % at 9.4 µM; 340,000 tested, 0.15% active; AID 504523; in the data active means inhibition above about 12%;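 further: human Keap1 Kelch domain with fluorescein labeled Nrf2 9mer peptide probe; 0% = neutral control wells and 100% = peptide positive control; higher means more block of Keap1 binding to Nrf2 peptide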
CAL-PDZ inh HTS: blocks peptide binding to the human CAL PDZ domain | Q9HD26 | purified CAL PDZ, TMR-peptide fluorescence polarization, 1 h | inhibition, % at 24.9 µM | 300,000 tested, 0.92% active;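 active means mean inhibition of at least 30% with at least half of replicates also reaching 30%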;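 further: 0% = DMSO neutral control and 100% = excess unlabeled competitor peptide PRC23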
LANA DNA inh: blocks KSHV LANA C-terminal domain binding to DNA; MBP-C-LANA/FAM-LBS DNA binding, fluorescence polarization; inhibition, % at 9 µM; 340,000 tested, 0.078% active; AID 504423;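 active means highest replicate inhibition at or above 60% at 9 µM, even if other replicates fall short; inactive means all replicates below 60% inhibition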;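 further: 0% = neutral control wells and 100% = 4 µM acridine orange control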
cardiac RTF act: cardiac RTF calcium sensitization; P19429+P45379; 340,000 tested, 0.24% active; activation, % at 7.2 µM; IANBD-labeled TnC RTF fluorescence at EC20 calcium; 0% EC20 calcium, 100% full calcium;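 active means activation above the mean over all tested compounds plus 3 SD, cut at about 30% in these data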;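 further: rise in fluorescence read as greater calcium sensitivity of cardiac thin filaments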
The depositor's hits bear a star; · = no result given.

Values run as follows: HTR5A ag ctr	OPRM1-OPRD1 ag	OPRM1-OPRD1 inv	V-ATPase pHluor	RTF Ca sens inh	HTR5A inv ag	Keap1-Nrf2 PPI	CAL-PDZ inh HTS	LANA DNA inh	cardiac RTF act
1. CCOC(=O)CC(NC(=O)c1ccco1)c1ccc(C)cc1 (configuration not stated)
    -4	-1.4	8	2	-2	-7	3	-1	0.3	2
2. Cc1cccc(-n2nnnc2SCC(=O)c2cc(C)n(CC3CCCO3)c2C)c1 (configuration not stated)
    7	1.6	-10	-5	0	5	-6	-2	0.5	-2
3. CCOC(=O)CSc1[nH]c2cc(OC)ccc2c1[N+](=O)[O-]
    0	1.2	-6	-3	-5	41	-7	-3	1.5	-8
4. CCC(C)(C)NC(=O)C(c1ccncc1)N(C(=O)c1sc(C)nc1C)c1ccc(C)cc1 (configuration not stated)
    4	-4.6	23	4	-11	-32	2	·	0.7	-2
5. O=C(CNS(=O)(=O)c1ccc(Br)cc1)N1CCN(Cc2ccccc2)CC1
    -1	-0.5	3	-1	-14	4	-3	0	0.8	5
6. O=C(Cn1c(C(F)(F)F)nc2ccccc21)c1ccccc1
    0	0.1	0	1	-1	1	-3	-4	-0.7	2
7. N#CC1=C(N)OC2=C(C(=O)CCC2)C12CCC1(CC2)OCCO1
    6	-1.9	11	5	0	-15	0	-2	1.2	2
8. Cc1n(Cc2ccccc2)c2cc([N+](=O)[O-])ccc2[n+]1Cc1ccccc1
    -2	-3.4	16	-3	-3	9	-1	-1	1.9	-7
9. Cc1cc(C(=O)NCCCN2CC(C)CC(C)C2)n(-c2ccccc2)n1 (configuration not stated)
    0	-3.0	16	0	-1	-1	3	·	0.8	12
10. O=C(Nc1ccc(Cl)c(C(F)(F)F)c1)[C@@H]1CC=C[C@@H]2CCN(Cc3ccccc3)C(=O)[C@@H]21
    2	3.3	-18	-5	5	-11	-2	-1	-1.9	3
11. COc1cc(/C=C/C(=O)NC(C)CCc2ccccc2)cc(OC)c1OC (configuration not stated)
    -1	-3.0	16	0	3	-3	1	-5	-1.9	3
12. CC(=O)c1noc(C)c1C(=O)Nc1nccs1
    -12	-1.2	6	0	-3	27	1	-2	-2.2	-6
13. CC1(c2ccccc2)CC(C)(C)N2C(=O)/C(=C3\SC(=S)NC3=O)c3cccc1c32 (configuration not stated)
    -1	0.1	-1	-2	-20	-2	-4	1	-1.3	-1
14. O=c1cc(N2CCOCC2)[nH]c(=O)n1Cc1ccc(F)cc1
    8	-2.4	14	0	-4	-25	-6	·	1.2	3
15. C/C(=N\Nc1ccc(Cl)c(C(=O)O)c1)c1ccc2c(c1)OCO2
    -3	-1.8	9	0	-6	8	-2	-6	1.4	-3
16. O=C(NC(=S)NCC1CCCO1)c1ccc([N+](=O)[O-])cc1 (configuration not stated)
    4	2.1	-11	1	-14	1	4	-4	-1.4	1
17. O=C(NCN1C(=O)C2C3C=CC(C3)C2C1=O)Nc1nccs1 (configuration not stated)
    3	-0.3	2	5	-6	6	1	8	0.8	-5
18. COc1cccc(CCc2nnc(CCC(=O)N(C)C3CC(C)(C)NC(C)(C)C3)o2)c1
    -1	-0.8	4	-2	-5	-8	-3	-2	0.1	-2
19. COc1ccc(NC(=O)c2cnc(C)cn2)cc1-n1cnnn1
    3	-1.9	12	-2	-13	-21	-2	-3	-0.4	-1
20. COC(=O)C(C)NC(=O)C1CCCN1S(=O)(=O)c1cc(C)c(Cl)cc1C (configuration not stated)
    -5	-1.4	8	3	0	-24	-4	-2	-4.4	0
21. CN(C)c1nc(-c2ccccc2)cc(C(F)(F)F)c1C#N
    3	3.1	-17	2	-4	-10	-3	0	-1.0	4
22. CCN(CC(=O)NC1CCS(=O)(=O)C1)c1nc(-c2ccccc2)nc2ccccc12 (configuration not stated)
    2	0.0	0	-6	-2	14	-6	0	1.6	-5
23. CCN1C(=O)[C@H]2[C@H]3CN=C(SCc4ccc(Cl)cc4)N3[C@@](Cc3ccccc3)(C(=O)OC)[C@H]2C1=O
    -1	1.1	-5	-1	-12	4	-3	-2	-0.1	-5
24. Cc1cc(C)n(C(=O)N(c2ccccc2)c2ccccc2)n1
    2	-0.4	2	4	-12	-8	-3	-5	0.1	12
25. Cc1cc(OCC(=O)NC2CC(C)(C)NC(C)(C)C2)c2c(C)c(C)c(=O)oc2c1
    4	0.8	-4	-2	-8	-20	0	-6	-0.3	-2
26. CC(=O)Nc1cccc(-n2nnc(SCC(=O)c3ccccc3)n2)c1
    -2	-1.3	6	1	-8	-25	-5	-10	-0.1	3
27. CC(C)OC(=O)c1ccc(NCc2cc(O)ccc2O)cc1
    4	3.3	-15	4	-2	-16	-2	-2	-0.2	0
28. CCOC(=O)/C=C1\SC(C)C(=O)N1CC(=O)N(CCC#N)c1ccccc1 (configuration not stated)
    3	-4.3	17	5	-2	-7	-9	·	-0.2	-6
29. CCn1c(=N)n(CCO)c2ccccc21
    1	-0.9	4	2	-2	3	-1	·	-0.5	-5
30. CCN(CC(=O)NC1CCS(=O)(=O)C1)S(=O)(=O)c1ccc(Cl)c(C(F)(F)F)c1 (configuration not stated)
    1	-2.4	12	6	-14	-3	-1	8	1.7	-1

Quoted from the entries so far (5 entries):
Values run as follows: HTR5A ag ctr	OPRM1-OPRD1 ag	OPRM1-OPRD1 inv	V-ATPase pHluor	RTF Ca sens inh	HTR5A inv ag	Keap1-Nrf2 PPI	CAL-PDZ inh HTS	LANA DNA inh	cardiac RTF act
5. O=C(CNS(=O)(=O)c1ccc(Br)cc1)N1CCN(Cc2ccccc2)CC1
    -1	-0.5	3	-1	-14	4	-3	0	0.8	5
6. O=C(Cn1c(C(F)(F)F)nc2ccccc21)c1ccccc1
    0	0.1	0	1	-1	1	-3	-4	-0.7	2
7. N#CC1=C(N)OC2=C(C(=O)CCC2)C12CCC1(CC2)OCCO1
    6	-1.9	11	5	0	-15	0	-2	1.2	2
8. Cc1n(Cc2ccccc2)c2cc([N+](=O)[O-])ccc2[n+]1Cc1ccccc1
    -2	-3.4	16	-3	-3	9	-1	-1	1.9	-7
9. Cc1cc(C(=O)NCCCN2CC(C)CC(C)C2)n(-c2ccccc2)n1 (configuration not stated)
    0	-3.0	16	0	-1	-1	3	·	0.8	12

The listing continues:
Values run as follows: HTR5A ag ctr	OPRM1-OPRD1 ag	OPRM1-OPRD1 inv	V-ATPase pHluor	RTF Ca sens inh	HTR5A inv ag	Keap1-Nrf2 PPI	CAL-PDZ inh HTS	LANA DNA inh	cardiac RTF act
31. Oc1ccc(N=Nc2ccccc2)cc1
    -4	3.3	-15	0	-11	15	2	-3	0.6	0
32. CCOC(=O)c1nnc(-c2ccccc2)nc1NC
    3	-1.7	9	-5	-1	-5	-2	-5	0.3	4
33. CCOC(=O)c1cnc(-c2ccccc2)[nH]c1=O
    4	-1.3	8	3	0	-21	-4	-6	1.1	-3
34. Cc1cccc2c1cnn2C(=O)CCC(=O)NCc1ccc(F)cc1
    1	-2.7	14	0	-4	-3	-4	·	0.5	0
35. COc1ccc(S(=O)(=O)Nc2cccc(C)c2C)c2cccnc12
    -1	1.6	-13	1	-5	3	3	-3	-0.3	1
36. Cc1cccc(C(=O)Oc2coc(CSc3nnc(NC(=O)C4CC4)s3)cc2=O)c1
    0	-1.7	9	-2	-25	-9	0	-7	-1.1	-1
37. CC(=O)c1nccs1
    1	-3.5	19	0	-1	-4	0	32*	0.0	-3
38. O=C(Nc1ccc(CN2CCS(=O)(=O)CC2)cc1)c1ccc(Cl)cc1
    6	-0.1	1	0	-3	-38	-2	3	0.5	2
39. O=C(Nc1ccc(N2CCN(C(=O)c3ccccc3)CC2)c(Cl)c1)c1ncn[nH]1
    2	0.2	-1	3	-13	-7	-12	-5	-0.4	0
40. COc1ccc(/C=C(/NC(=O)c2ccc(C)cc2)C(=O)NCC2CCCO2)cc1 (configuration not stated)
    -2	-0.6	3	-2	-9	5	1	-7	9.1	7
41. Cc1cccc(NC(=S)NC(=O)c2cc(-c3ccccc3)nc3ccccc23)c1
    -8	-2.9	17	5	5	27	0	-5	-0.9	2
42. NNC(=O)C=C1CCN(c2ncc(C(F)(F)F)cc2Cl)CC1
    0	-0.7	4	6	-9	1	-6	-4	2.9	6
43. N#Cc1c(Nc2ccccc2)s[nH]c1=O
    -1	-3.8	19	1	0	5	0	-8	0.4	1
44. Clc1ccc(CSc2nnc(CN3CCOCC3)n2-c2ccccc2)cc1Cl
    -4	-0.2	1	6	-7	3	-2	-3	-2.3	13
45. CS(=O)(=O)c1ccc(Cl)c(NC(=O)CCc2ccccc2)c1
    -1	-2.9	17	-1	0	1	-2	2	0.9	0
46. CCN(C(=O)CN1C(=O)c2ccc([N+](=O)[O-])cc2C1=O)C1CCS(=O)(=O)C1 (configuration not stated)
    0	-0.4	2	9	-17	1	1	-4	-1.4	6
47. COc1ccccc1NC(=O)C12CC3CC(C1)CC(c1ccc(C)cc1)(C3)C2
    -1	-0.6	3	-1	-6	3	1	1	2.8	9
48. Cc1ccccc1NC(=O)CSc1nnc(CNC(=O)c2ccc3c(c2)OCO3)n1C
    13	-0.6	4	-1	-2	-36	-5	0	1.3	4
49. CCOC(=O)C(=O)NNc1ccccc1OC
    -1	-0.2	1	1	-2	-4	-4	·	-4.7	-4
50. CC1CCCCC1NC(=O)c1ccc(N2CCCC2=O)cc1 (configuration not stated)
    -2	-0.3	2	2	1	-8	0	·	-1.1	0
51. O=C(Nc1cccnc1)C1CCN(S(=O)(=O)c2ccc(Cl)cc2)CC1
    0	-1.4	7	2	-6	10	-5	-2	0.9	-3
52. CCCn1cc(CN2CCC(N3CCC(C(=O)N4CCOCC4)CC3)CC2)c(C)n1
    -1	-0.9	4	0	-12	5	-2	-3	1.1	0
53. Nc1c(C(=O)C2CC2)sc2nc(-c3ccccc3)cc(C(F)(F)F)c12
    1	-1.5	8	0	-25	6	-36	6	1.8	19

Screening results (PubChem)
